Assay outcomes: PubChem, National Center for Advancing Translational Sciences (NCATS)
KCNH2 3.1 inh: qHTS for Inhibitors of KCHN2 3.1: Mutant qHTS | Potassium voltage-gated channel subfamily H member 2, brain isoform KCNH2 3.1 (human) | U2OS KCNH2 3.1, thallium flux FluxOr; active compounds read low | activity change, % (tested at about 1.8 µM) | 0.95% of 340,000 active;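 active = maximum activity change below -70%; inconclusive = maximum activity change from -70% to -50%; inactive = maximum activity change above -50%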;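 note: thallium influx rate constant from kinetic fluorescence after stimulation buffer; % is set by controls: 0 for no effect and ±100 for the full control effect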
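Steps: virus added to U2OS suspension (4 h, RT, dark); medium with 10% FBS added, cells plated, 37 C overnight; FluxOr/Red40 loading buffer 45 min RT; stimulation buffer, 2 min kinetic read; rate constant normalized.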
Eya2 phos inh: qHTS Assay for Inhibitors of the Phosphatase Activity of Eya2; Protein phosphatase EYA2 (Homo sapiens), O00167; Potency, µM (doses to about 76.9 µM), inactives show at the top dose activity, negative = inhibition, hits mostly inhibitors; 0.006% of 330,000 active; AID 488837, 2010; recombinant Eya2, OMFP fluorescence dephosphorylation (OMFP is methylfluorescein phosphate); note: potency is the fitted concentration of half-maximal effect; % is set by controls: 0 for no effect and ±100 for the full control effect
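Eya2 protein (added as 0.2 uM solution) was preincubated with compound for 10 min at ambient temperature in 50 mM HEPES pH 7.5, 50 mM NaCl, 5 uM MgCl2, 0.05% BSA, 1 mM DTT. OMFP (added at 50 uM) then reacted 10 min; fluorescence read at 485/525 nm.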
TCR act: Activators of T cell receptors: qHTS campaign. AID 504894, 2011. Potency, µM (series often up to 9.22 µM), without a hit: at the top dose activation of IL-2 secretion, hits mostly activators. 330,000 tested, under 10 active. primary human leukocytes, anti-CD3, IL-2 HTRF, 48 h; note: % of control where 0% means no effect
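Human primary leukocytes + a-CD3 beads + cpd, 48 hr; IL-2 in supernatant by HTRF (ex 320nm / em 665nm). No co-stimulatory signal supplied.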
hERG WT inh: qHTS for Inhibitors of KCHN2 3.1: Wildtype qHTS; Voltage-gated inwardly rectifying potassium channel KCNH2 (Homo sapiens), Q12809; U2OS, BacMam KCNH2, thallium flux FluxOr; active compounds read low; activity change, % at 1.84 µM; 0.37% of 340,000 active; AID 720551, 2013;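 active = maximum activity change below -70%; inconclusive = maximum activity change between -70% and -50%; inactive = maximum activity change above -50%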; note: % is set by controls: 0 for no effect and ±100 for the full control effect
Target sequence (Q12809 whole entry, looked up): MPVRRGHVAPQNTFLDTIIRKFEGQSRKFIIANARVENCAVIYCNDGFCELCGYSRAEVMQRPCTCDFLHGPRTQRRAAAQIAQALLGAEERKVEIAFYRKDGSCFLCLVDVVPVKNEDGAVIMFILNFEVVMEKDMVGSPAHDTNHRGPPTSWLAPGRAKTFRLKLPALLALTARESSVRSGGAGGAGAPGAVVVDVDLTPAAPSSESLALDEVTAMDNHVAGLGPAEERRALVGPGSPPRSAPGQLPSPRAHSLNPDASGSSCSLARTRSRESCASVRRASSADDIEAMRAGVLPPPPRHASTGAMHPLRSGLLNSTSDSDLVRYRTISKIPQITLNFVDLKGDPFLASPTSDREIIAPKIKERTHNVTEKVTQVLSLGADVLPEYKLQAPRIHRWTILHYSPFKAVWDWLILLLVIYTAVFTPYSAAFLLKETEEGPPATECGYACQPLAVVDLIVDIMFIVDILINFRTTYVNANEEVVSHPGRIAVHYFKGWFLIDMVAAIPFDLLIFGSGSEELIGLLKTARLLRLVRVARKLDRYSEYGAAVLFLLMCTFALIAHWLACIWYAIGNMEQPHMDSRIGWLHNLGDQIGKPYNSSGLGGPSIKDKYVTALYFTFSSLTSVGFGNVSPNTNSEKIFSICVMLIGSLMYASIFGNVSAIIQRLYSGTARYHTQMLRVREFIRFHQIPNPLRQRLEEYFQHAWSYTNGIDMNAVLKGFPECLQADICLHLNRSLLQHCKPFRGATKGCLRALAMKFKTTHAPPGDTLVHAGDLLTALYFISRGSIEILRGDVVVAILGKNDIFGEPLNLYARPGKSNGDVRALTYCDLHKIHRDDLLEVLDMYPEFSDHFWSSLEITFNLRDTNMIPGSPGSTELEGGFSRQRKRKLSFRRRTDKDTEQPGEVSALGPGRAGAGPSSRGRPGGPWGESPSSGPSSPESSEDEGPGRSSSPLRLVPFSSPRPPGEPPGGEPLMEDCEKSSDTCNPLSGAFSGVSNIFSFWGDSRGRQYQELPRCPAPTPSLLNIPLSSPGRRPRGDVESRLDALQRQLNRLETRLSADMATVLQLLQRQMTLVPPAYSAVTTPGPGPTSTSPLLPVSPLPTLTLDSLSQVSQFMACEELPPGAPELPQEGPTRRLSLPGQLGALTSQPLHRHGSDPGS
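U2OS cells were transduced with wild-type KCNH2 virus (2.03 x 10^8 / mL) for 4 h at room temperature, then cultured overnight at 37 C. Thallium flux was read with FluxOr dye. Rate constants were normalized to DMSO controls.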
ELG1 DNA repair: qHTS screen for small molecules that inhibit ELG1-dependent DNA repair in human embryonic kidney (HEK293T) cells expressing luciferase-tagged ELG1; Potency, µM (top dose mostly 46.1 µM), for inactives: at the highest dose activity change, negative = inhibition, usual class: inhibitors; HEK293T ELG1-luciferase reporter, luminescence, 16 h; DNA damage induced by 5-fluorouridine; 2.3% of 330,000 active; note: potency is the fitted concentration of half-maximal effect; % is set by controls: 0 for no effect and ±100 for the full control effect; nearly all actives have a fitted effect of over 55% in size
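Overnight (16 hr) co-exposure of 2,000 cells/well to 5-fluorouridine and compound at 37 °C preceded detection. Luciferase was quantified via ONE-Glo luminescence; loss of signal denotes inhibition.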
TSHR antagonist: Antagonists of the Thyroid Stimulating Hormone Receptor: HTS campaign; 0.2% of 330,000 active; TSHR-expressing cells, TSH-stimulated cAMP HTRF, 2 h; active compounds read low; AID 504810, 2011; Thyrotropin receptor (Homo sapiens), P16473; activity change, negative = inhibition, % at 11.5 µM;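 active = activity change below a set negative limit, meaning inhibition stronger than a set level, cut at about -70% in these data; inconclusive = activity change between two set negative limits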; note: % is set by controls: 0 for no effect and ±100 for the full control effect
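TSHR-expressing cells, 200/well, pre-treated with compound, then stimulated with EC80 TSH (4nM final) for 2 hours at 37 deg C. cAMP measured by competitive HTRF: anti-cAMP cryptate antibody in lysis buffer plus cAMP-d2, read after 30 minutes at room temperature.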
Mito fusion act: qHTS Assay for Small Molecule Inhibitors of Mitochondrial Division or Activators of Mitochondrial Fusion; 0.23% of 320,000 active; Potency, µM (doses to about 46.1 µM), inactives show at the top dose growth rescue (activation), usual class: activators; S. cerevisiae fusion-defective mutant growth rescue, CellTiterGlo 48 h;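 note: potency is the fitted concentration of half-maximal effect; % of control where 0% means no effect; nearly all actives have a fitted effect of over 45% in size; temperature-sensitive fusion mutants such as fzo1-1 at 37 °C on non-fermentable ethanol glycerol medium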
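S. cerevisiae fusion-defective temperature-sensitive mutants (e.g. fzo1-1, mgm1-5) grown 48 h at 37C in YPEG (ethanol/glycerol non-fermentable) medium with 23 nl compound per well; growth rescue read as CellTiterGlo luminescence.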
USP2a block: qHTS Assay for Inhibitors of Ubiquitin-specific Protease USP2a Using CHOP2 as the Reporter; USP2 core, Ub-CHOP2 coupled fluorogenic reporter, 485/531; 0.01% of 330,000 active; Potency, µM (titrated, usually from 38.3 µM), inactives show top-dose activity change, negative = inhibition, usual class: inhibitors; AID 463254, 2010;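 note: potency is the fitted concentration of half-maximal effect; plate controls were DMSO wells for no effect and full inhibition by NEM control for full effect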
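USP2 core (10nM final) preincubated 30min RT with compound in 20mM Tris-HCl pH 8.0, 2mM CaCl2, 2mM beta-mercaptoethanol, 0.05% CHAPS; 25nM Ub-CHOP2 plus 25nM reporter substrate added, fluorescence (Ex485/Em531) read after 60min.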
A-T KAP1 phos: qHTS Assay for Identifying a Potential Treatment of Ataxia-Telangiectasia; […] A-T fibroblasts, KAP-1 phosphorylation AlphaLISA; neocarzinostatin DNA damage 30 min before lysis; Potency, µM (series often up to 57.5 µM), for inactives: at the highest dose activation, usual class: activators; 0.19% of 320,000 active; AID 485349, 2010; note: potency is the fitted concentration of half-maximal effect; % of control where 0% means no effect; nearly all actives have a fitted effect of over 45% in size
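hTERT-immortalized A-T patient fibroblasts ([…]), 500 cells/well in OPTI-MEM, 1% FBS, got compounds for 60 min, then NCS for 30 min at 37C. Lysates were then assayed for phospho-KAP-1 by AlphaLISA (anti-pKAP1 donor, anti-KAP1 acceptor beads), 6 hr at 25C.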
TRPV1 agonist: HTS Assay for Compounds that Act as Agonists of the Vanilloid Receptor 1; TRPV1-expressing cells, Fluo-8 calcium influx, agonist mode; activation, % at 8.33 µM; 0.19% of 320,000 active; AID 540275, 2011; in the data active = activation above about 80%; inconclusive = between about 30% and that limit; note: 0% is about no effect
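Fluo-8 calcium influx in TRPV1-expressing cells, kinetic read (ex 480/em 520 nm). Compound added and read 3 min for agonist activity, followed by capsaicin at EC20 final and 2 min further read for enhancement.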
Numbers without * were called inactive; ? = inconclusive; . = no result given; [ ] = dose if it differs, or a comment. Unless noted, calls come from the whole dose curve; as a rule, active = well fitted curve in the direction sought with a large enough effect; inconclusive = small, poorly fitted or top-dose-only effect, or another doubt; inactive = no such curve, though single readings can be large; an effect the other way counts as inactive or inconclusive. Only part of the results is shown, so the mix of outcomes need not match the whole.

(1) COc1ccc([N+](=O)[O-])cc1NC(=O)C(C)Sc1nc(C)c(C)c(C)n1 (stereo not drawn)
(2) Cc1ccc(C(=O)OCC(=O)NCC2CCCO2)c(C)c1 (stereo not drawn)
(3) CCOc1cccc(NC(=O)CSc2sc3c(O)cc(=O)[nH]c3c2C#N)c1
(4) CC1CCCCC1NS(=O)(=O)c1ccc2c(c1)CCC(=O)N2 (stereo not drawn)
(5) Cc1ccc(S(=O)(=O)N(C)C)cc1NC(=O)c1ccccc1Br
(6) COc1cccc(C(=O)N2CCN(C3CCC(c4ccccc4)CC3)CC2)c1OC (stereo not drawn)
(7) Clc1ccc(-c2ccnc(Oc3ccc4ccccc4c3)n2)cc1
(8) CCc1nccn1CCC(=O)N1CCCC(N2CCN(c3ccccc3F)CC2)C1 (stereo not drawn)
Compound | 1 | 2 | 3 | 4 | 5 | 6 | 7 | 8
KCNH2 3.1 inh | 10 | -14 | -1 | 31 | -4 | . | -6 | 1
Eya2 phos inh | -3% | -25% | 1% | 24% | 17% | -19% | -25% | -8%
TCR act | -4%[46.1 µM] | -1% | 3% | 9% | -1% | -7% | -6% | 4%
hERG WT inh | 0 | 1 | -4 | -3 | 2 | 5 | -1 | 18
ELG1 DNA repair | ? | 16% | -6% | 28% | -15% | -17% | 3% | -12%
TSHR antagonist | 3 | -6 | 5 | 10 | -4 | -7 | 6 | 11
Mito fusion act | 17% | 8% | -6% | -1% | -3% | 8% | -4% | -10%
USP2a block | 1% | 0% | -2% | -4% | 1% | 1% | 2% | 0%
A-T KAP1 phos | 9% | 2% | -2% | -4% | -1% | 4% | 3% | 3%
TRPV1 agonist | 10 | 1 | -5 | 0 | -2 | 0 | -2 | -3

Brought forward from above: three entries; new compounds follow.
(6) COc1cccc(C(=O)N2CCN(C3CCC(c4ccccc4)CC3)CC2)c1OC (stereo not drawn)
(7) Clc1ccc(-c2ccnc(Oc3ccc4ccccc4c3)n2)cc1
(8) CCc1nccn1CCC(=O)N1CCCC(N2CCN(c3ccccc3F)CC2)C1 (stereo not drawn)
(9) CCOC(=O)Cn1nnc(-c2ccc([N+](=O)[O-])cc2)n1
(10) O=C(c1ccc(-c2nnc(-c3ccccc3)o2)cc1)N1CCCCCC1
(11) CC(=O)c1ccc(NC(=O)C(=O)c2cn(CC(=O)N3CCCCC3)c3ccccc23)cc1
(12) CC(C)N(C(=O)[C@H]1C[C@H](CC(=O)NCC23CC4CC(CC(C4)C2)C3)C(=O)N2CCc3c([nH]c4ccc(Cl)cc34)[C@]12C)C(C)C
(13) O=C(N[C@H](C(=O)O)c1ccccc1)C1CCC(Cn2cnc3ccccc3c2=O)CC1 (stereo partly drawn)
(14) O=C1CCCC(=O)N1c1ccc(Oc2ccc(Cl)cc2)cc1
(15) Cc1cc(=O)oc2c3c(cc(OCC(=O)NCC(=O)N[C@H](C(=O)O)C(C)C)c12)OC(C)(C)CC3
(16) Cn1c(=O)c2c(ncn2CC(=O)OCC(=O)NCc2ccccc2Cl)n(C)c1=O
Compound | 6 | 7 | 8 | 9 | 10 | 11 | 12 | 13 | 14 | 15 | 16
KCNH2 3.1 inh | . | -6 | 1 | ? | -13 | 5 | 7 | -22 | -24 | 17 | 18
Eya2 phos inh | -19% | -25% | -8% | -12% | 3% | -3% | -20% | -4% | 2% | 10% | -3%
TCR act | -7% | -6% | 4% | -9% | 3% | -7%[46.1 µM] | 6%[46.1 µM] | 0% | -2%[46.1 µM] | -3% | 1%[46.1 µM]
hERG WT inh | 5 | -1 | 18 | 1 | -1 | -10 | -5 | -34 | 19 | 3 | 18
ELG1 DNA repair | -17% | 3% | -12% | 13% | ? | ? | ? | 11% | 16% | 0% | -1%
TSHR antagonist | -7 | 6 | 11 | -18 | -6 | 5 | -22 | -4 | 13 | -4 | -8
Mito fusion act | 8% | -4% | -10% | 0% | -4% | -2% | . | 0% | 7% | 4% | -5%
USP2a block | 1% | 2% | 0% | 6% | 4% | 0% | -2% | 0% | 1% | 4% | 2%
A-T KAP1 phos | 4% | 3% | 3% | -4% | -3% | -6% | 7% | -8% | -3% | -2% | -3%
TRPV1 agonist | 0 | -2 | -3 | 1 | 3 | 3 | . | 4 | 10 | 0 | -1

(17) CCOC(=O)N1CCN(S(=O)(=O)c2ccc(C(=O)Nc3sc4c(c3C(N)=O)CCN(CC)C4)cc2)CC1
(18) O=C(c1ccc2ncsc2c1)N1CCCC(C(F)(F)F)C1 (stereo not drawn)
(19) OC(CNCC1CCCO1)Cn1c2ccc(Br)cc2c2cc(Br)ccc21 (stereo not drawn)
(20) CN(Cc1ccc(Cl)s1)C(=O)CN1C(=O)N(C)C2(CCCCC2)C1=O
(21) CCOC(=O)N1CCN(c2cc(=O)n(C3CCCCC3)c(=O)[nH]2)CC1
(22) CC(NC(=O)COC(=O)C1CC1C)c1cccc(Cl)c1 (stereo not drawn)
(23) CCC(=O)OCC(=O)c1cc(C)n(-c2ccc(Br)cc2)c1C
(24) O=C(NCc1ccncc1)C(=O)Nc1nc2ccccc2s1
Compound | 17 | 18 | 19 | 20 | 21 | 22 | 23 | 24
KCNH2 3.1 inh | -2 | -10 | ? | -2 | -3 | 11 | 6 | -21
Eya2 phos inh | -15% | 27% | -17% | 21% | -6% | . | -5% | 5%
TCR act | 9% | 5% | 0%[46.1 µM] | -5% | -6% | 4% | 3% | 4%
hERG WT inh | -22 | 3 | -34 | -7 | 19 | -12 | 6 | -5
ELG1 DNA repair | ? | 2% | -10% | ? | -18% | 11% | -5% | 11%
TSHR antagonist | 0 | -3 | 2 | -3 | -8 | . | 0 | -11
Mito fusion act | 0% | 4% | -19% | -2% | -1% | . | 4% | 4%
USP2a block | -6% | 2% | 1% | 1% | 4% | 10% | -2% | 6%
A-T KAP1 phos | 18% | 5% | . | 10% | -7% | -7% | 7% | -1%
TRPV1 agonist | -3 | -8 | 2 | 11 | -2 | . | ? | 1

(25) O=C(CNC(=O)c1ccco1)Nc1ccc(N2CCCCCC2)cc1
(26) C=CCNc1nnc(C)c2ccccc12
(27) O=C(N/N=C/c1ccc(N2CCOCC2)s1)c1ccccc1Br
(28) CCOC(=O)C1CC(c2ccccc2)=NNC1=O (stereo not drawn)
(29) O=C(NCC1CCCO1)C(=O)NCC(c1ccco1)N1CCN(c2ccccc2)CC1 (stereo not drawn)
(30) CCCCc1nnc(NC(=O)C23CC4CC(CC(NC(C)=O)(C4)C2)C3)s1
(31) CN(c1ccccc1)S(=O)(=O)c1cccc(NC(=O)CN2C(=O)NC3(CCCC3)C2=O)c1
(32) S=c1nc(C2CCCCC2)n(-c2ccccc2)[nH]1
(33) COC(=O)Cc1cccc2c(=O)c3ccccc3oc12
(34) COC(=O)c1cc(Br)c(=O)n(CCc2ccc(O)cc2)c1
(35) COC(=O)Cn1c(CCS(=O)(=O)c2ccc(Cl)cc2)nc2ccccc21
Compound | 25 | 26 | 27 | 28 | 29 | 30 | 31 | 32 | 33 | 34 | 35
KCNH2 3.1 inh | 31 | 21 | 10 | 2 | -12 | -10 | 2 | -7 | 7 | 9 | 15
Eya2 phos inh | -6% | 12% | -12% | 7% | 3% | 4% | 22% | 11% | -8% | 2% | 22%
TCR act | -2% | 3% | -3% | -1% | 3% | 1% | 4% | -1% | 1% | 6% | -6%
hERG WT inh | 3 | -4 | -4 | 6 | -1 | -3 | -10 | 3 | -3 | 9 | -12
ELG1 DNA repair | ? | 10% | 7% | 11% | -3% | 3% | -15% | -26% | -5% | 1% | -12%
TSHR antagonist | -13 | 9 | 3 | 5 | 9 | -5 | 1 | -2 | 2 | 47 | 3
Mito fusion act | 6% | 4% | -4% | -1% | -6% | 2% | -2% | 9% | 3% | 0% | -7%
USP2a block | 4% | 2% | 2% | 1% | 7% | 2% | 0% | 2% | 0% | 2% | 0%
A-T KAP1 phos | -4% | 4% | -6% | 0% | . | 0% | -12% | 0% | 0% | 4% | -1%
TRPV1 agonist | 6 | 0 | 1 | -1 | 6 | -4 | 2 | 3 | 5 | 0 | 12

Copied from the list.
A-T KAP1 phos result of entry 34 stands at 4%
Eya2 phos inh result of entry 25 stands at -6%
hERG WT inh result of entry 32 stands at 3
